From PubChem BioAssay
VIM-2 inh: VIM-2 metallo-beta-lactamase inhibitors, primary screen, biochemical, epi-absorbance readout, Pseudomonas aeruginosa enzyme. inhibition, % at 5.6 µM. purified VIM-2, nitrocefin hydrolysis, epi-absorbance fluorescence. 0.89% of 290,000 active;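 active = inhibition above the mean of all tested compounds plus 3 SD, cutoff set per screening run, cut at about 7.5% in these data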;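 also: red hydrolysis product quenches plate fluorescence so inhibitors raise well fluorescence; 0% = enzyme with DMSO and 100% = DMSO without enzyme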
NS3 helicase inh: inhibitors of HCV NS3 helicase, primary screen, biochemical, Cy5 molecular beacon fluorescence | 0.56% of 290,000 active | AID 1800, 2009 | NS3 helicase DNA unwinding | inhibition, % at 10.9 µM | Hepatitis C virus NS3 helicase;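 active = inhibition above the mean of all tested compounds plus 3 SD, set per campaign, cut at about 35% in these data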;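 also: 0% = DMSO wells and 100% = thioflavine S control wells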
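System: NS3 helicase fragment of HCV / Schedule: 1 h at 25 °C / Control set: DMSO alone as 0% and 110 µM thioflavine S as 100% / Reagent: Cy5/quencher beacon DNA duplex and ATP to start / Technique: Cy5 fluorescence / Replication: singlicate / Evaluation: % inhibition of end-to-start signal ratio versus controls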
UBC9 SUMO inh: inhibitors of in vitro SUMOylation cascade, primary screen, biochemical, HTRF, uHTS. SUMO-conjugating enzyme UBC9 (Homo sapiens), P63279. HTRF SUMOylation assay, SAE1/SAE2 + UBC9. inhibition, % at 35 µM. 0.36% of 290,000 active. AID 2006, 2009; in the data active = inhibition above about 50%, passing the limit was not always enough; also: strong numbers were not always called active
Target sequence (P63279 whole entry, looked up): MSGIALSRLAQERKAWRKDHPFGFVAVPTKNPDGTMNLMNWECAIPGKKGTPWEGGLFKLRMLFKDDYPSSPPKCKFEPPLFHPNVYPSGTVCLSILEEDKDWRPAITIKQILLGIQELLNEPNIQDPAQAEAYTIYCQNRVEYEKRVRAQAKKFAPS
IMP-1 inh: IMP-1 metallo-beta-lactamase inhibitors, primary screen, biochemical, epi-absorbance readout, Pseudomonas aeruginosa enzyme. AID 1556, 2009. purified IMP-1, nitrocefin hydrolysis, epi-absorbance fluorescence. 0.45% of 290,000 active. inhibition, % at 5.6 µM. metallo-beta-lactamase IMP-1 (Pseudomonas aeruginosa);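 active = inhibition above the mean plus 3 SD of all compounds in the same screening run, cut at about 4.5% in these data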;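 also: 0% = IMP-1 with DMSO and 100% = DMSO wells lacking enzyme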
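System: Purified recombinant IMP-1 metallo-beta-lactamase enzyme | Measured by: Fluorescence quenching readout, ex 480/em 530 nm | Replication: Singlicate | Incubation: 15 min preincubation plus 25 min reaction at 25 °C | Evaluation: Percent inhibition from optical density relative to buffer-blank wells | Benchmarks: DMSO with and without IMP-1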
FID counter: compounds displacing fluorescent DNA intercalator, primary screen, artefact control for HCV NS3 helicase inhibitor project, biochemical, FID fluorescence; inhibition, % at 7.9 µM; DNA fluorescent intercalator displacement; 0.17% of 290,000 active; in the data active = inhibition above about 37%;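 also: 0% = vehicle and 100% = reference compound; higher means more ethidium bromide displaced from hairpin DNA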
MEKK2 WT-MEK5: modulators of MEK5 binding to wildtype MEKK2, primary screen, biochemical, multiplex bead flow cytometry, Alexa488-MEK5 | Mitogen-activated protein kinase kinase kinase 2 (Homo sapiens), Q9Y2U5 | Alexa488-MEK5 binding to MEKK2 WT; actives lie on both sides | binding response (% of control), % at 10 µM | 1.1% of 290,000 active | AID 1531, 2009; in the data active = binding response below about 67% or above about 130%
NALP1 yeast inh: NALP1 inflammasome inhibitors in reconstituted yeast, colorimetric, S. cerevisiae, triplicate retest; 0.61% of 280,000 active; inhibition, % at 10 µM; S. cerevisiae NALP1/ASC/caspase-1 growth, X-gal OD620, 72 h; in the data active = inhibition mostly above about 24%, no sharp cut-off; inactive = mostly below about 32%; also: some compounds called inactive have numbers as strong as hits
MEKK2mut PB1 HTS: MEK5 binding signal on mutant MEKK2 PB1, primary screen, biochemical, multiplex bead flow cytometry, Alexa488-MEK5. percent response, % at 10 µM. 0.35% of 290,000 active. Alexa488-MEK5 binding to MEKK2 mutant; in the data active = percent response above about 24%, passing the limit was not always enough; also: inactives centre near 1; some results filed as inactive read as strong as hits
PfM18AAP inh: PfM18AAP inhibitors, malaria aminopeptidase, primary screen, biochemical, QFRET, recombinant enzyme. M18 aspartyl aminopeptidase (Plasmodium falciparum 3D7). H-Glu-NHMec fluorogenic cleavage. inhibition, % at 7.35 µM. 1.2% of 290,000 active. AID 1822, 2009;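 active = inhibition above the campaign mean inhibition over all tested compounds plus 3 SD, cut at about 28% in these data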;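 also: 0% = plate median of test compound wells and 100% = 2 mM ZnCl2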
Numbers without * were called inactive. No enrichment for hits, and some 4.7% of all compounds hit somewhere here.

How did CSc1nc(O)c(C(c2ccccc2)c2c(O)nc(SC)[nH]c2=O)c(=O)[nH]1 do in these assays?
VIM-2 inh: -0.7; NS3 helicase inh: 8; UBC9 SUMO inh: 16; IMP-1 inh: -4.9; FID counter: -1; MEKK2 WT-MEK5: 113; NALP1 yeast inh: 6; MEKK2mut PB1 HTS: 14; PfM18AAP inh: -7

What do the screens show for `CCCCCn1c(SCC(=O)c2ccccc2)nc2cc(C(=O)NCc3ccco3)ccc2c1=O`?
VIM-2 inh: -7.2; NS3 helicase inh: 5; UBC9 SUMO inh: 22; IMP-1 inh: -2.1; FID counter: 0; MEKK2 WT-MEK5: 97; NALP1 yeast inh: 18; MEKK2mut PB1 HTS: 0; PfM18AAP inh: 3

Results for O=C(Nc1ccc(F)cc1)c1ccc(Cn2cnnn2)cc1 ?
VIM-2 inh: -0.7; NS3 helicase inh: 0; UBC9 SUMO inh: 9; IMP-1 inh: -3.9; FID counter: 12; MEKK2 WT-MEK5: 98; NALP1 yeast inh: 1; MEKK2mut PB1 HTS: 0; PfM18AAP inh: 4

How did CN(C)C(=O)NC(NC(=S)Nc1ccccc1)C(Cl)(Cl)Cl (stereo not drawn) do in these assays?
VIM-2 inh: -2.9; NS3 helicase inh: 1; UBC9 SUMO inh: 14; IMP-1 inh: -1.6; FID counter: -7; MEKK2 WT-MEK5: 99; NALP1 yeast inh: -4; MEKK2mut PB1 HTS: -1; PfM18AAP inh: 4

Results for O=c1cc(-c2ccccc2)c2ccccc2[nH]1 ?
VIM-2 inh: 3.2; NS3 helicase inh: -1; UBC9 SUMO inh: 34; IMP-1 inh: 0.1; FID counter: -18; MEKK2 WT-MEK5: 99; NALP1 yeast inh: -25; MEKK2mut PB1 HTS: 1; PfM18AAP inh: 3

What do the screens show for `COc1ccc2[nH]c(=O)c(CN(C(C)=O)c3ccc(C)c(C)c3)cc2c1`?
VIM-2 inh: -0.8; NS3 helicase inh: -7; UBC9 SUMO inh: 9; IMP-1 inh: -4.8; FID counter: -33; MEKK2 WT-MEK5: 102; NALP1 yeast inh: 10; MEKK2mut PB1 HTS: 1; PfM18AAP inh: 2

What do the screens show for `CN(C)c1ccc(N/C=C/C(=O)C(C)(C)C)cc1`?
VIM-2 inh: -1.6; NS3 helicase inh: 48*; UBC9 SUMO inh: -27; IMP-1 inh: -3.0; FID counter: 0; MEKK2 WT-MEK5: 102; NALP1 yeast inh: 2; MEKK2mut PB1 HTS: 3; PfM18AAP inh: 22

Results for COc1cccc2sc(N(CCCN(C)C)C(=O)COc3ccc(Cl)cc3)nc12 ?
VIM-2 inh: -1.7; NS3 helicase inh: -78; UBC9 SUMO inh: -3; IMP-1 inh: 0.6; FID counter: -1; MEKK2 WT-MEK5: 168*; NALP1 yeast inh: -1; MEKK2mut PB1 HTS: 9; PfM18AAP inh: -1

How did COCCNc1nc(=S)[nH]c2cc(OC)c(OC)cc12 do in these assays?
VIM-2 inh: -2.0; NS3 helicase inh: -15; UBC9 SUMO inh: 25; IMP-1 inh: -2.7; FID counter: 4; MEKK2 WT-MEK5: 108; NALP1 yeast inh: -1; MEKK2mut PB1 HTS: 6; PfM18AAP inh: 3

What do the screens show for `CCc1ccc2ncc(S(=O)(=O)c3ccc(C)c(C)c3)c(N3CCCC3)c2c1`?
VIM-2 inh: -0.4; NS3 helicase inh: -8; UBC9 SUMO inh: 3; IMP-1 inh: -4.3; FID counter: -9; MEKK2 WT-MEK5: 105; NALP1 yeast inh: 18; MEKK2mut PB1 HTS: 1; PfM18AAP inh: 2

Results for CC(C)(C)c1ccc(OCCOc2ccc(C(C)(C)C)cc2NC=O)c(NC=O)c1 ?
VIM-2 inh: 0.1; NS3 helicase inh: -2; UBC9 SUMO inh: -24; IMP-1 inh: 0.8; FID counter: -35; MEKK2 WT-MEK5: 97; NALP1 yeast inh: 17; MEKK2mut PB1 HTS: 1; PfM18AAP inh: 0

What do the screens show for `COc1ccccc1OCCCC(=O)Nc1ccc([N+](=O)[O-])cc1Br`?
VIM-2 inh: -2.8; NS3 helicase inh: -11; UBC9 SUMO inh: 2; IMP-1 inh: -1.8; FID counter: -5; MEKK2 WT-MEK5: 101; NALP1 yeast inh: 7; MEKK2mut PB1 HTS: -2; PfM18AAP inh: -2

How did CCCCOC(=O)C1=C(C)Nc2ncnn2C1c1cc(OC)c(OC)cc1OC (stereo not drawn) do in these assays?
VIM-2 inh: -2.4; NS3 helicase inh: -4; UBC9 SUMO inh: 19; IMP-1 inh: -2.3; FID counter: -27; MEKK2 WT-MEK5: 92; NALP1 yeast inh: -7; MEKK2mut PB1 HTS: -2; PfM18AAP inh: 8

Results for O=C(c1cnn2c(C(F)(F)F)cc(-c3ccco3)nc12)N1CCCc2ccccc21 ?
VIM-2 inh: 0.1; NS3 helicase inh: 2; UBC9 SUMO inh: 12; IMP-1 inh: -3.6; FID counter: -3; MEKK2 WT-MEK5: 98; NALP1 yeast inh: 13; MEKK2mut PB1 HTS: -3; PfM18AAP inh: 0

Results for Cc1ccc2cc(C#N)c(SCc3nnc(-c4ccccc4[N+](=O)[O-])o3)nc2c1 ?
VIM-2 inh: -4.0; NS3 helicase inh: -1; UBC9 SUMO inh: 12; IMP-1 inh: -2.3; FID counter: 0; MEKK2 WT-MEK5: 103; NALP1 yeast inh: 27; MEKK2mut PB1 HTS: 0; PfM18AAP inh: -5

How did Cc1cccc(N(CC(=O)NC2CC3CCC2C3)S(=O)(=O)c2ccccc2)c1 (stereo not drawn) do in these assays?
VIM-2 inh: -1.8; NS3 helicase inh: -6; UBC9 SUMO inh: 12; IMP-1 inh: -0.2; FID counter: -49; MEKK2 WT-MEK5: 98; NALP1 yeast inh: 9; MEKK2mut PB1 HTS: -6; PfM18AAP inh: -8

What do the screens show for `O=C1CC(N2CCN(c3ccccc3Cl)CC2)C(=O)N1c1ccccc1` (stereo not drawn)?
VIM-2 inh: -2.9; NS3 helicase inh: -9; UBC9 SUMO inh: 19; IMP-1 inh: -3.1; FID counter: -23; MEKK2 WT-MEK5: 103; NALP1 yeast inh: 10; MEKK2mut PB1 HTS: 2; PfM18AAP inh: -18

What do the screens show for `c1ccc(-n2nc3ccccc3n2)cc1`?
VIM-2 inh: -3.1; NS3 helicase inh: 7; UBC9 SUMO inh: -3; IMP-1 inh: -1.7; FID counter: -2; MEKK2 WT-MEK5: 96; NALP1 yeast inh: -64; MEKK2mut PB1 HTS: -1; PfM18AAP inh: -3

Results for Cc1nc2ccccc2n1-c1nc(-c2ccco2)cc(C(F)(F)F)n1 ?
VIM-2 inh: -1.2; NS3 helicase inh: 1; UBC9 SUMO inh: 9; IMP-1 inh: -0.6; FID counter: 5; MEKK2 WT-MEK5: 100; NALP1 yeast inh: 8; MEKK2mut PB1 HTS: 5; PfM18AAP inh: -1

What do the screens show for `Cc1ccc(S(=O)(=O)CC(=O)c2ccccc2[N+](=O)[O-])cc1`?
VIM-2 inh: -2.2; NS3 helicase inh: -6; UBC9 SUMO inh: 8; IMP-1 inh: -0.8; FID counter: -1; MEKK2 WT-MEK5: 103; NALP1 yeast inh: 8; MEKK2mut PB1 HTS: 3; PfM18AAP inh: -6

Results for O=C(NCc1ccon1)C1CCC(=O)N(CCc2cccc(F)c2)C1 (stereo not drawn) ?
VIM-2 inh: -2.5; NS3 helicase inh: -1; UBC9 SUMO inh: -6; IMP-1 inh: -2.4; FID counter: -7; MEKK2 WT-MEK5: 100; NALP1 yeast inh: 32; MEKK2mut PB1 HTS: 2; PfM18AAP inh: -1

What do the screens show for `CN(C)CCNc1c(N)c(=O)oc2ccccc12`?
VIM-2 inh: -4.5; NS3 helicase inh: -13; UBC9 SUMO inh: 2; IMP-1 inh: -3.4; FID counter: 0; MEKK2 WT-MEK5: 93; NALP1 yeast inh: -5; MEKK2mut PB1 HTS: -12; PfM18AAP inh: 6

What do the screens show for `Cc1ccc(N2C(=O)CN(Cc3ccccc3)C2=S)cc1C`?
VIM-2 inh: -2.0; NS3 helicase inh: -10; UBC9 SUMO inh: -9; IMP-1 inh: -1.6; FID counter: -17; MEKK2 WT-MEK5: 104; NALP1 yeast inh: 22; MEKK2mut PB1 HTS: 2; PfM18AAP inh: 2

What do the screens show for `C=CC(COCc1ccccc1)N(C(=O)OC(C)(C)C)S(=O)(=O)c1ccccc1Br` (stereo not drawn)?
UBC9 SUMO inh: -17; MEKK2 WT-MEK5: 105; NALP1 yeast inh: 2; MEKK2mut PB1 HTS: 5

Results for O=C(COC(=O)Cc1ccc(Br)cc1)NCc1ccc(F)cc1 ?
VIM-2 inh: -0.5; NS3 helicase inh: -7; UBC9 SUMO inh: 0; IMP-1 inh: -1.4; FID counter: -14; MEKK2 WT-MEK5: 67; NALP1 yeast inh: 4; MEKK2mut PB1 HTS: -21; PfM18AAP inh: -2

Results for C/C=C\C(=O)Nc1cccc(C2=NOC3(C2)C[C@@H](C(N)=O)N(C(=O)c2ccccc2)C3)c1 (stereo partly drawn) ?
UBC9 SUMO inh: 12; MEKK2 WT-MEK5: 99; NALP1 yeast inh: -2; MEKK2mut PB1 HTS: -6

How did O=Cc1c(NCc2ccc(F)cc2)c2ccccc2[nH]c1=O do in these assays?
VIM-2 inh: -0.3; NS3 helicase inh: 8; UBC9 SUMO inh: 17; IMP-1 inh: -5.1; FID counter: -11; MEKK2 WT-MEK5: 106; NALP1 yeast inh: -9; MEKK2mut PB1 HTS: 13; PfM18AAP inh: 3

Of the compounds above, these contain a furan ring, fused or not:
What do the screens show for `CCCCCn1c(SCC(=O)c2ccccc2)nc2cc(C(=O)NCc3ccco3)ccc2c1=O`?
VIM-2 inh: -7.2; NS3 helicase inh: 5; UBC9 SUMO inh: 22; IMP-1 inh: -2.1; FID counter: 0; MEKK2 WT-MEK5: 97; NALP1 yeast inh: 18; MEKK2mut PB1 HTS: 0; PfM18AAP inh: 3

Results for O=C(c1cnn2c(C(F)(F)F)cc(-c3ccco3)nc12)N1CCCc2ccccc21 ?
VIM-2 inh: 0.1; NS3 helicase inh: 2; UBC9 SUMO inh: 12; IMP-1 inh: -3.6; FID counter: -3; MEKK2 WT-MEK5: 98; NALP1 yeast inh: 13; MEKK2mut PB1 HTS: -3; PfM18AAP inh: 0

Results for Cc1nc2ccccc2n1-c1nc(-c2ccco2)cc(C(F)(F)F)n1 ?
VIM-2 inh: -1.2; NS3 helicase inh: 1; UBC9 SUMO inh: 9; IMP-1 inh: -0.6; FID counter: 5; MEKK2 WT-MEK5: 100; NALP1 yeast inh: 8; MEKK2mut PB1 HTS: 5; PfM18AAP inh: -1
